Compound activity: PubChem BioAssay, Broad Institute
TcdB inh: TcdB glycohydrolase inhibitors, primary screen, biochemical, single point, plate reader; AID 652162, 2013; 350,000 compounds, 0.24% hits; TcdB glycohydrolase enzymatic assay; Toxin B (Clostridioides difficile), P18177; inhibition, % at 9.99 µM; in the data active = inhibition above about 10%
* hit, by the source's call; & = joins results of further samples. The list is partial; count on the stated rates, not on these rows.

Results for C[C@@H]1CN([C@@H](C)CO)C(=O)c2c(c3ccccc3n2C)-c2ccccc2CO[C@@H]1CN(C)S(=O)(=O)c1ccc(C#N)cc1 ?
TcdB inh: 0.2

How did C[C@H](NC(=O)C[C@@H]1C[C@H]2c3cc(NS(C)(=O)=O)ccc3O[C@H]2[C@H](CO)O1)c1ccccc1 do in these assays?
TcdB inh: 0.1

Results for C[C@H](CO)N1C[C@H](C)[C@H](CN(C)C(=O)Nc2ccc(C(F)(F)F)cc2)Oc2c(NC(=O)CCCCCC(=O)Nc3ccccc3N)cccc2C1=O ?
TcdB inh: -0.8

How did CCCC(=O)Nc1ccc2c(c1)OC[C@@H](C)N(C(=O)CC)C[C@H](C)[C@@H](OC)CN(C)C2=O do in these assays?
TcdB inh: -0.6

What do the screens show for `C[C@H]1CN([C@@H](C)CO)S(=O)(=O)c2ccc(C#CC3CC3)cc2O[C@H]1CN(C)C(=O)c1ccncc1`?
TcdB inh: -1.5

How did O=C(C1CCOCC1)N1CC2(C1)[C@H](c1ccccc1)[C@H](CO)N2C(=O)CC1CC1 do in these assays?
TcdB inh: 0.6

How did C=CCOC(=O)[C@H]1[C@@H]2C(=O)O[C@@H](c3ccccc3)[C@@H](c3ccccc3)N2[C@@H](c2ccc(OCCOC(=O)[C@H]3C[C@H]4C(=O)N[C@@H](CC(C)C)C(=O)N4[C@H]3c3ccc(O)cc3)cc2)[C@]12C(=O)Nc1ccccc12 do in these assays?
TcdB inh: 0.8

How did CCC(=O)N(C)C[C@H]1Oc2ncc(-c3ccc(C(=O)N(C)C)cc3)cc2C(=O)N([C@@H](C)CO)C[C@H]1C do in these assays?
TcdB inh: -2.2

How did COc1ccc2c3c(n(C)c2c1)[C@H](CO)N(C(=O)C1CC1)CC31CN(Cc2cccc(F)c2)C1 do in these assays?
TcdB inh: 1.7

Results for N#Cc1ccc(-c2ccc(C3[C@H]4CNC[C@@H]3N4C(=O)NC3CCCC3)cc2)cc1 (stereo partly specified) ?
TcdB inh: 0.4

Results for COCC(=O)N(C)C[C@H]1Oc2ncc(C#Cc3ccc(OC)cc3)cc2C(=O)N([C@H](C)CO)C[C@@H]1C ?
TcdB inh: 1.6

Results for Cc1ccc(S(=O)(=O)Nc2ccc3c(c2)C(=O)N([C@@H](C)CO)C[C@H](C)[C@H](CN(C)S(=O)(=O)c2cn(C)cn2)OCCCC[C@@H](C)O3)cc1 ?
TcdB inh: 0.0

Results for COc1ccccc1C#Cc1ccc([C@H]2[C@H](C#N)N(C(=O)C3CC3)[C@H]2CO)cc1 ?
TcdB inh: -1.6

What do the screens show for `CCC(=O)N1CC2(C1)[C@H](c1ccccc1)[C@@H](CO)N2C(=O)c1ccccc1`?
TcdB inh: -0.8

How did O=C(NCC[C@@H]1CC[C@H](NC(=O)c2cnccn2)[C@@H](CO)O1)Nc1ccc(Cl)cc1 do in these assays?
TcdB inh: -0.3

Results for CNC[C@@H]1Oc2cc(C#Cc3ccccc3OC)ccc2S(=O)(=O)N([C@H](C)CO)C[C@H]1C ?
TcdB inh: 1.5

What do the screens show for `Cc1cccc(-c2ccc([C@H]3[C@@H](CO)N4C(=O)CN(C(=O)c5ccc6c(c5)OCO6)C[C@@H]34)cc2)c1`?
TcdB inh: -0.1

How did O=C(NCC[C@@H]1CC[C@@H](NS(=O)(=O)c2ccc(Cl)cc2)[C@@H](CO)O1)c1ccc2c(c1)OCO2 do in these assays?
TcdB inh: -1.4

Results for C[C@@H]1CN([C@H](C)CO)S(=O)(=O)c2ccc(Br)cc2O[C@@H]1CN(C)C ?
TcdB inh: 0.9

How did C[C@@H]1CN([C@@H](C)CO)C(=O)Cc2cc(NC(=O)Cc3ccccc3)ccc2O[C@H]1CN(C)C(=O)Nc1cccc2ccccc12 do in these assays?
TcdB inh: 0.1

What do the screens show for `C[C@H](CO)N1C[C@H](C)[C@H](CN(C)S(=O)(=O)c2cccs2)Oc2ncc(-c3cccc(C(F)(F)F)c3)cc2C1=O`?
TcdB inh: 2.0

Results for O=C(C[C@@H]1CC[C@H]2[C@@H](COC[C@H](O)CN2CC2CCOCC2)O1)NCc1ccc(Cl)cc1 ?
TcdB inh: -1.7

Results for CO[C@@H]1CN(C)C(=O)c2cc(NS(=O)(=O)c3ccccc3Cl)ccc2OC[C@@H](C)NC[C@@H]1C ?
TcdB inh: 0.2

How did C[C@@H]1CN([C@@H](C)CO)C(=O)c2cc(NS(=O)(=O)c3ccccc3)ccc2O[C@@H](C)CCCCO[C@H]1CN(C)S(=O)(=O)c1ccccc1 do in these assays?
TcdB inh: 0.2

How did Cc1cccc(CN(C)C[C@H]2OCc3cn(nn3)CCCC(=O)N([C@H](C)CO)C[C@H]2C)c1 do in these assays?
TcdB inh: 0.3

How did COc1ccc(NC(=O)N(C)C[C@H]2Oc3ncc(C#CCN(C)C)cc3C(=O)N([C@@H](C)CO)C[C@@H]2C)cc1 do in these assays?
TcdB inh: 0.4

Results for COc1cc2c(cc1OC)CN(C(=O)[C@H]1[C@@H]3C(=O)O[C@@H](c4ccccc4)[C@@H](c4ccccc4)N3[C@@H](c3ccccc3OCCO)[C@]13C(=O)Nc1ccc(C#CCCO)cc13)CC2 ?
TcdB inh: -1.3

How did C[C@@H]1CN([C@@H](C)CO)S(=O)(=O)c2ccc(C#Cc3ccncc3)cc2O[C@H]1CN(C)C(=O)Nc1ccc2c(c1)OCO2 do in these assays?
TcdB inh: 0.3

What do the screens show for `CN1c2ccc(Br)cc2[C@@H]2[C@@H](CCN2C(=O)Nc2ccc(F)cc2)[C@@H]1CO`?
TcdB inh: -0.8

What do the screens show for `Cc1noc(C)c1NC(=O)N(C)C[C@@H]1OCCCC[C@@H](C)Oc2ccc(NC(=O)Nc3ccc4c(c3)OCO4)cc2C(=O)N([C@@H](C)CO)C[C@H]1C`?
TcdB inh: 0.6

Results for O=C(C[C@@H]1CC[C@@H]2[C@H](COC[C@H](O)CN2S(=O)(=O)c2cccc(Cl)c2)O1)NC1CCCC1 ?
TcdB inh: 2.1

How did C[C@H](CO)N1C[C@H](C)[C@H](CN(C)C(=O)Nc2cccc(F)c2)OCc2ccccc2-c2ccccc2C1=O do in these assays?
TcdB inh: -1.4

How did COc1cccc(S(=O)(=O)N[C@H]2CC[C@@H](CC(=O)NC3CCC3)O[C@@H]2CO)c1 do in these assays?
TcdB inh: -3.1

How did C[C@H](CO)N1C[C@H](C)[C@@H](CN(C)Cc2ccncc2)Oc2ccc(NC(=O)Nc3ccccc3)cc2CC1=O do in these assays?
TcdB inh: 0.2

Results for C[C@H](CO)N1C[C@H](C)[C@H](CN(C)C(=O)CN(C)C)Oc2ncc(-c3ccc(C#N)cc3)cc2C1=O ?
TcdB inh: -1.7

How did CN(C)C(=O)c1ccc(-c2ccc(C3[C@@H]4CN(S(=O)(=O)c5ccccc5)C[C@H]3N4)cc2)cc1 (stereo partly specified) do in these assays?
TcdB inh: 0.5&0.8

4 structures already listed, arranged by count of non-hydrogen atoms, descending.
Results for C[C@@H]1CN([C@@H](C)CO)C(=O)c2c(c3ccccc3n2C)-c2ccccc2CO[C@@H]1CN(C)S(=O)(=O)c1ccc(C#N)cc1 ?
TcdB inh: 0.2

How did O=C(NCC[C@@H]1CC[C@@H](NS(=O)(=O)c2ccc(Cl)cc2)[C@@H](CO)O1)c1ccc2c(c1)OCO2 do in these assays?
TcdB inh: -1.4

How did Cc1cccc(CN(C)C[C@H]2OCc3cn(nn3)CCCC(=O)N([C@H](C)CO)C[C@H]2C)c1 do in these assays?
TcdB inh: 0.3

How did O=C(NCC[C@@H]1CC[C@H](NC(=O)c2cnccn2)[C@@H](CO)O1)Nc1ccc(Cl)cc1 do in these assays?
TcdB inh: -0.3

(listing goes on)
Results for C[C@@H]1CN([C@H](C)CO)C(=O)c2cc(NC(=O)Nc3ccc(F)cc3)ccc2O[C@@H]1CN(C)C(=O)NC1CCCCC1 ?
TcdB inh: -0.5

Results for COc1ccc(NC(=O)N[C@@H]2CC[C@@H](CCn3cc(-c4ccccn4)nn3)O[C@@H]2CO)cc1 ?
TcdB inh: 0.8

Results for COc1ccc2c3c([nH]c2c1)[C@H](CO)N(C(=O)c1ccccc1)CC31CN(Cc2cccnc2)C1 ?
TcdB inh: 0.7

Results for C[C@H]1CN([C@@H](C)CO)C(=O)c2cc(NS(=O)(=O)c3cccs3)ccc2O[C@@H]1CN(C)C(=O)Nc1cccc2ccccc12 ?
TcdB inh: -1.7

What do the screens show for `C[C@@H]1CN([C@@H](C)CO)C(=O)c2cc(C#CCN(C)C)cnc2O[C@@H]1CN(C)C(=O)Cc1cccnc1`?
TcdB inh: -1.4

Results for C/C=C/c1ccc2c(c1)O[C@H](CN(C)C(=O)Nc1cc(F)ccc1F)[C@@H](C)CN([C@@H](C)CO)S2(=O)=O ?
TcdB inh: -7.1

Results for Cc1ccc(S(=O)(=O)N(C)C[C@@H]2OCCCC[C@H](C)Oc3ccc(NS(C)(=O)=O)cc3C(=O)N([C@H](C)CO)C[C@H]2C)cc1 ?
TcdB inh: 0.8

How did Cc1ccc(S(=O)(=O)Nc2ccc3c(c2)C(=O)N([C@H](C)CO)C[C@@H](C)[C@@H](CN(C)Cc2ccc4c(c2)OCO4)O3)cc1 do in these assays?
TcdB inh: -0.7

Results for C[C@@H](NC(=O)C[C@@H]1C=C[C@@H](NC(=O)Cc2ccccn2)[C@@H](CO)O1)c1ccccc1 ?
TcdB inh: -1.3

How did CO[C@H]1CN(C)C(=O)c2ccc(NC(=O)c3ccc4c(c3)OCO4)cc2OC[C@@H](C)N(CCC(F)(F)F)C[C@@H]1C do in these assays?
TcdB inh: 0.6

Results for Cc1ccccc1-c1ccc([C@@H]2[C@@H](CO)N3CCCCN(S(C)(=O)=O)C[C@@H]23)cc1 ?
TcdB inh: 0.4

How did CCCC(=O)Nc1ccc2c(c1)C(=O)N(C)C[C@@H](OC)[C@H](C)CN(C(C)=O)[C@H](C)CO2 do in these assays?
TcdB inh: 0.7

How did C[C@@H]1CN([C@@H](C)CO)C(=O)c2cc(-c3ccccc3)cnc2O[C@H]1CN(C)C(=O)C1CCOCC1 do in these assays?
TcdB inh: 0.7

What do the screens show for `C[C@H]1CN([C@@H](C)CO)C(=O)c2cccc(NC(=O)Nc3ccc(F)cc3)c2O[C@H]1CN(C)CC1CC1`?
TcdB inh: 0.7

Results for Cc1ccc(S(=O)(=O)N(C)C[C@@H]2Oc3ncc(C#CCC(C)C)cc3C(=O)N([C@H](C)CO)C[C@@H]2C)cc1 ?
TcdB inh: -1.9

Results for CN(C)c1ccc2c(c1)[C@@H]1C[C@H](CC(=O)NCCN3CCCCC3)O[C@@H](CO)[C@@H]1O2 ?
TcdB inh: -37

What do the screens show for `C[C@@H]1CN([C@@H](C)CO)C(=O)c2cccc(NC(=O)Nc3cccc4ccccc34)c2O[C@H]1CN(C)C(=O)Nc1cccc2ccccc12`?
TcdB inh: -0.9

What do the screens show for `C[C@H](CO)N1C[C@H](C)[C@@H](CN(C)C)Oc2cc(C#C[C@@H](C)O)ccc2S1(=O)=O`?
TcdB inh: -0.9

What do the screens show for `Cc1ccc(S(=O)(=O)N(C)C[C@@H]2OCCCC[C@@H](C)Oc3ccc(NC(=O)c4ccccc4)cc3C(=O)N([C@@H](C)CO)C[C@@H]2C)cc1`?
TcdB inh: 1.4

What do the screens show for `O=C(NC1CCCCC1)N1CC2(C1)[C@H](c1ccccc1)[C@H](CO)N2S(=O)(=O)Cc1ccccc1`?
TcdB inh: 0.9

How did C[C@H]1CCCCO[C@H](CN(C)C(=O)Nc2ccc3c(c2)OCO3)[C@@H](C)CN([C@@H](C)CO)C(=O)c2cc(NS(=O)(=O)c3ccccc3)ccc2O1 do in these assays?
TcdB inh: 1.0

How did O=C(N[C@H]1CC[C@H](CC(=O)N2CCc3ccccc3C2)O[C@H]1CO)C1CCC1 do in these assays?
TcdB inh: 0.3

Results for C[C@@H]1CN([C@@H](C)CO)C(=O)Cc2cc(NS(C)(=O)=O)ccc2O[C@H]1CN(C)C ?
TcdB inh: -0.3

What do the screens show for `CCC(=O)Nc1ccc2c(c1)C(=O)N(C)C[C@H](OC)[C@@H](C)CN[C@H](C)CO2`?
TcdB inh: -0.9

Quoted at random: 3 records from the list.
How did C[C@@H]1CN([C@@H](C)CO)C(=O)c2cc(NS(=O)(=O)c3ccccc3)ccc2O[C@@H](C)CCCCO[C@H]1CN(C)S(=O)(=O)c1ccccc1 do in these assays?
TcdB inh: 0.2

How did C[C@H](NC(=O)C[C@@H]1C[C@H]2c3cc(NS(C)(=O)=O)ccc3O[C@H]2[C@H](CO)O1)c1ccccc1 do in these assays?
TcdB inh: 0.1

What do the screens show for `CCC(=O)N1CC2(C1)[C@H](c1ccccc1)[C@@H](CO)N2C(=O)c1ccccc1`?
TcdB inh: -0.8

More results.
Results for C[C@@H]1CCCCO[C@@H](CN(C)S(=O)(=O)c2ccc(Cl)cc2)[C@@H](C)CN([C@H](C)CO)C(=O)c2cc(NC(=O)CCCN(C)C)ccc2O1 ?
TcdB inh: 0.7

What do the screens show for `O=C(CN1CCOCC1)N1[C@@H]2CNc3ccccc3[C@@H]2[C@@H]1CO`?
TcdB inh: -0.4

Results for COc1ccccc1C#Cc1cnc2c(c1)C(=O)N([C@@H](C)CO)C[C@@H](C)[C@H](CN(C)S(=O)(=O)c1cn(C)cn1)O2 ?
TcdB inh: 0.3

Results for C[C@@H]1CN([C@@H](C)CO)C(=O)c2cccc(NC(=O)Nc3ccc(F)cc3)c2O[C@H]1CN(C)Cc1ccc(Oc2ccccc2)cc1 ?
TcdB inh: 0.3

What do the screens show for `C[C@@H]1CN([C@H](C)CO)S(=O)(=O)c2ccc(C#CC(C)(C)O)cc2O[C@H]1CN(C)C(=O)CN(C)C`?
TcdB inh: -0.8

How did CCCNC(=O)[C@@H]1[C@@H](CO)[C@@H]2Cn3c(ccc(-c4ccccc4)c3=O)[C@@H]2N1C(=O)C1CCC1 do in these assays?
TcdB inh: -2.6

What do the screens show for `COCC(=O)N(C)C[C@H]1Oc2ncc(C#Cc3ccc(F)cc3)cc2C(=O)N([C@H](C)CO)C[C@H]1C`?
TcdB inh: 2.8
